A3A deaminase = inhibitors of human APOBEC3A DNA deaminase; AID 493011; P31941; inhibition, % at 20 µM; recombinant A3A, FAM/TAMRA ssDNA deamination fluorescence; hit rate 0.41% among 330,000;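 active = at least 40% inhibition at 20 µM here, with at most 30% in a related deaminase screen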;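 note: plate controls were A3A with DMSO for no effect and wells lacking A3A enzyme for full effect; some results filed as inactive read as strong as hits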
MPTP inh = inhibitors of mitochondrial permeability transition pore; isolated mouse mitochondria, Ca2+ swelling absorbance, 30 min; hit rate 1.4% among 360,000; inhibition, % at 10 µM;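 active = inhibition of 50% or more, scaled per plate between neutral and stimulator controls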;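 note: 0% = DMSO wells given calcium and 100% = 1 mM EGTA wells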
mIAP block = blocks mouse intestinal alkaline phosphatase; purified mouse IAP, CDP-Star luminescence, 30 min; inhibition, % at 10 µM; hit rate 0.2% among 330,000; AID 2806;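 active = inhibition of at least 40% at 10 µM in the primary screen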;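 note: plate controls were DMSO with enzyme for no effect and no enzyme wells for full effect; values of inactives mirror those of a sister screen read the other way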
APOBEC3G inh = APOBEC3G (human) deaminase inhibition. inhibition, % at 20 µM. hit rate 0.28% among 330,000. AID 493012. Q9HC16. recombinant A3G, ssDNA deamination FAM/TAMRA fluorescence;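 active = inhibition of at least 40% at 20 µM, with no more than 30% in the related APOBEC3A deaminase screen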;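 note: plate controls were DMSO wells with A3G for no effect and wells lacking A3G enzyme for full effect; some compounds called inactive have numbers as strong as hits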
Target sequence (Q9HC16 whole entry, looked up): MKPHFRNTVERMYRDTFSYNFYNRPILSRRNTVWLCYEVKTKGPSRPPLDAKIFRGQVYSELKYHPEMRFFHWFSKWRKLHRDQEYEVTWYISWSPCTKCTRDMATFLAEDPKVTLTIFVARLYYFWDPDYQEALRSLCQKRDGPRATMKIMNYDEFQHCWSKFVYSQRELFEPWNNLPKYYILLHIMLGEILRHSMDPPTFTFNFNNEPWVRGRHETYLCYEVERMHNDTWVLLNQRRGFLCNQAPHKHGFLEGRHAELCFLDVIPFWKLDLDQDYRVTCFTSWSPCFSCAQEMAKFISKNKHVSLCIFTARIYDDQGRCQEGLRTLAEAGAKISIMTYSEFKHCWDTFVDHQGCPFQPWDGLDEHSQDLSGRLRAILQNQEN
MIN6 prolif = inducers of beta-cell replication in MIN6 cells. MIN6 cells proliferation, ATPlite luminescence, 48 h; cells starved in 0.2% serum; 100% = growth in 10% serum. proliferation, % at 10 µM. hit rate 0.29% among 330,000;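 active = compounds whose signal lies at least 3.5 SD above the mean of all wells on their plate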;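 note: 0% = DMSO-treated cells in low-serum medium and 100% = 10% serum control; some compounds called inactive have numbers as strong as hits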
ATG4B inh = ATG4B (human) cysteine protease inhibition; Q9Y4P1; ATG4B cleavage of LC3-PLA2, NBD-HPC fluorescence, 1 h; inhibition, % at 8.33 µM; hit rate 0.51% among 340,000; AID 504462; in the data active = inhibition above about 40%
mIAP act = mouse IAP activation. muIAP, CDP-Star luminescence, 30 min; active compounds read high; 1 = vehicle-only enzyme signal, 0 = enzyme-free wells. activation factor at 10 µM. hit rate 0.24% among 330,000. AID 2805;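 active = activation factor of at least 2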; note: the source names both 10 and 20 µM as test concentration; values of inactives mirror those of a sister screen read the other way
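System: Mouse IAP enzyme | Also added: CDP-Star substrate | Dosing: Compounds dispensed in DMSO | Schedule: 30 min enzyme-substrate-compound incubation at room temperature | Technique: Chemiluminescence readout | Control set: DMSO-only wells and no-enzyme negative control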
hIAP block = human IAP inhibition; P09923; purified IAP, CDP-Star luminescence, 30 min; inhibition, % at 10 µM; hit rate 0.12% among 330,000;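 active = inhibition reaching a set limit with compound at 10 µM in the primary screen, cut at about 35% in these data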;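 note: plate controls were DMSO wells with enzyme for no effect and no-enzyme buffer wells for full effect; values of inactives mirror those of a sister screen read the other way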
Target sequence (P09923 whole entry, looked up): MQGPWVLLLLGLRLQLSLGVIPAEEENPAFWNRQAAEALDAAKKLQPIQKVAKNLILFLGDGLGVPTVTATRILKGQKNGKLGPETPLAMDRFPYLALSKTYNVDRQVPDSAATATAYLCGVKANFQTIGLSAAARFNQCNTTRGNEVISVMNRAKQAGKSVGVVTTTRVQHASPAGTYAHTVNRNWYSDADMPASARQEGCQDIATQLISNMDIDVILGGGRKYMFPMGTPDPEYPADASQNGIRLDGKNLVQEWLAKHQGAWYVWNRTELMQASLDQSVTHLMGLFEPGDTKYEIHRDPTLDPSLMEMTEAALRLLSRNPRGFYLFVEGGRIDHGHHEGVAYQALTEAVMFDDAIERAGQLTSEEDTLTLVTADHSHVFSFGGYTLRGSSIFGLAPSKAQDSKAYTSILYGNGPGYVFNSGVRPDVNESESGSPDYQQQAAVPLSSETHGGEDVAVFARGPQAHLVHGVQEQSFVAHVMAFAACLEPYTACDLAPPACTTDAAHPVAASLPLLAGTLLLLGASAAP
hIAP act = human IAP activation; AID 2524; purified human IAP, CDP-Star luminescence, 30 min; active compounds read high; 1 = vehicle-only enzyme, 0 = enzyme-free background; hit rate 0.16% among 330,000; activation factor at 10 µM;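 active = activation factor of the enzyme at least 2-fold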; note: the source names both 10 and 20 µM as test concentration; values of inactives mirror those of a sister screen read the other way
An asterisk follows results filed as active; . = not tested or not shown.

1	COc1ccc(C(=O)c2ccc3oc(-c4ccc(OC)cc4)c(C#CCCO)c3c2)cc1
2	NS(=O)(=O)c1ccc2nc(NC(=O)Nc3ccc(F)cc3)sc2c1
3	CC(NC(=O)c1cccs1)c1nnc(SCc2ccc(Cl)cc2Cl)n1C (stereo not given)
4	C=CC[C@@H](CC(=O)N[C@@H](CO)Cc1ccccc1)C(=O)N[C@H](COC(=O)[C@H](CC=C)CC(=O)OC(C)(C)C)Cc1c[nH]c2ccccc12
5	C/C(=N\Nc1nc2ccccc2[nH]1)c1cc2ccccc2o1
6	O=C(Nc1ccc(Cl)cc1)N(C1=NCCC1)c1ccc(OC(F)F)cc1

Compound	1	2	3	4	5	6
A3A deaminase	1	-2	-7	-3	0	-3
MPTP inh	-1.0	0.6	0.3	-1.5	16	90*
mIAP block	4	9	-8	-9	15	-35
APOBEC3G inh	1	-6	-9	-9	-5	-6
MIN6 prolif	-5	0	0	-5	-3	-3
ATG4B inh	-6	-23	6	-28	-8	-25
mIAP act	0.96	0.91	1.1	1.1	0.85	1.3
hIAP block	-3	11	-2	-1	-30	3
hIAP act	1	0.89	1	1	1.3	0.97

7	O=C(CN(Cc1ccccc1)C(=O)CCC(=O)Nc1nccs1)NCc1ccc(F)cc1
8	CCOc1cc(N2CCOCC2)c(OCC)cc1NC(=O)c1cccc(N(C)C)c1
9	Cc1cc(NC(=O)CSc2nnc(-c3c[nH]c4ccccc34)n2C)no1
10	Cn1c(CN2CCOCC2)nnc1SCC(=O)NC1CCCCC1
11	CC(c1ccccn1)N(CCN(C)C)C(=S)Nc1ccccc1F (stereo not given)
12	Cc1cccc(C(=O)N(c2ccccn2)C(C)c2ccco2)c1 (stereo not given)

Compound	7	8	9	10	11	12
A3A deaminase	-5	7	-3	4	-2	-9
MPTP inh	1.2	0.9	-0.4	0.2	-1.8	2.9
mIAP block	8	-4	0	-2	-4	-2
APOBEC3G inh	11	-8	1	0	-4	-7
MIN6 prolif	0	3	-4	2	0	-1
ATG4B inh	1	-7	6	-7	2	3
mIAP act	0.92	1	1	1	1	1
hIAP block	-9	9	2	-19	12	-10
hIAP act	1.1	0.91	0.98	1.2	0.89	1.1

13	O=C(Nc1ccc2c(c1)OCO2)Nc1ccc(Br)cn1
14	O=C1c2ccccc2C(=O)N1CCC#Cc1ccc2cc(C3(O)CCCCC3)oc(=O)c2c1
15	CCN(C[C@H]1N[C@@](CC)(C(=O)OC)[C@H]2C(=O)N(C)C(=O)[C@@H]12)C(=O)C1CCCCC1
16	Cc1c(C)c2ccc(OCC(=O)Nc3ccc(N4CCC(C)CC4)cc3)cc2oc1=O
17	O=C(NC1CCCC1)C1CC(=O)N(CCc2ccccc2)C1 (stereo not given)
18	CN(c1ccc(C(=O)Nc2ccccn2)cc1)S(=O)(=O)c1ccccc1

Compound	13	14	15	16	17	18
A3A deaminase	-5	-1	-1	-2	-8	2
MPTP inh	1.0	0.4	0.1	15	2.6	-0.3
mIAP block	-10	2	-4	10	4	5
APOBEC3G inh	-3	-4	-4	-1	33	-8
MIN6 prolif	-2	2	-1	-4	-2	0
ATG4B inh	4	15	-4	-2	12	-3
mIAP act	1.1	0.98	1	0.9	0.96	0.95
hIAP block	-16	7	-4	12	4	0
hIAP act	1.2	0.93	1	0.88	0.96	1

19	O=C(c1cncc(Br)c1)N1CCN(S(=O)(=O)c2ccccc2)CC1
20	COC(=O)c1cc(Cl)c(NC(=O)/C=C/c2ccc(OC)c(OC)c2)cc1OC
21	Cc1[nH]c2ccccc2c1C(c1ccncc1)N1CCN(c2ccccn2)CC1 (stereo not given)
22	Cc1cc(OCC(=O)N[C@@H](Cc2c[nH]c3ccccc23)C(=O)O)c2c(C)c(C)c(=O)oc2c1
23	CCN(c1ccccc1)S(=O)(=O)c1c[nH]c2ccc([N+](=O)[O-])cc12
24	O=C1S/C(=C\c2ccccn2)C(=O)N1Cc1ccccc1F

Compound	19	20	21	22	23	24
A3A deaminase	9	3	9	-3	-1	40
MPTP inh	1.7	-1.0	-3.8	-0.1	29	-2.8
mIAP block	4	4	-16	14	12	0
APOBEC3G inh	-3	1	-5	-7	-6	17
MIN6 prolif	0	-1	1	1	-8	1
ATG4B inh	-16	-21	1	-4	2	-2
mIAP act	0.96	0.96	1.2	0.86	0.88	1
hIAP block	16	4	-7	12	-2	-1
hIAP act	0.84	0.96	1.1	0.89	1	1

25	CCOc1c2ccccc2nn1CCO
26	COc1ccc(-c2nc(O)c3cnccn23)cc1
27	CCCNC(=O)c1sc2c(c1C(=O)Nc1ccccn1)CCCC2
28	CC(C)C[C@@H](N)c1nnc(SCC(=O)c2ccc(Cl)cc2)o1
29	Cc1cc(C)n(S(=O)(=O)c2ccc3oc(=O)ccc3c2)n1
30	COC(=O)CCC(=O)OC1(C)C(=O)C2=CN(CC(C)C)C(c3ccc(OC)cc3)=CC2=C(Br)C1=O (stereo not given)

Compound	25	26	27	28	29	30
A3A deaminase	-2	-1	2	-3	-3	-4
MPTP inh	-0.1	-1.6	0.4	0.9	0.8	.
mIAP block	-2	-5	3	7	-1	10
APOBEC3G inh	2	0	-4	-6	-8	-2
MIN6 prolif	-2	0	1	-2	0	-5
ATG4B inh	-5	-2	3	-8	-12	.
mIAP act	1	1.1	0.97	0.93	1	0.91
hIAP block	-16	-5	-17	2	1	8
hIAP act	1.2	1	1.2	0.98	0.99	0.92

31	COc1ccc(N2C(=O)C(Cl)=C(Nc3ccccc3OC)C2=O)cc1
32	C=CCOc1ccc(/C=C/C(=O)OCC(=O)NCCc2ccccc2)cc1
33	COC(=O)c1ccccc1S(=O)(=O)N(CCCN1CCOCC1)Cc1cccs1
34	Cc1cc(C)cc(OCCCC(=O)O)c1
35	O=c1c2ccccc2oc2cc(-c3ccc(CN4CCOCC4)cc3)ccc12
36	Cc1sc2nc(COC(=O)c3ccc(O)cc3)[nH]c(=O)c2c1C

Compound	31	32	33	34	35	36
A3A deaminase	1	1	-4	-3	1	-3
MPTP inh	2.5	0.2	-0.4	-3.7	4.5	4.9
mIAP block	-6	2	0	3	12	-4
APOBEC3G inh	2	-10	-5	-6	-8	-5
MIN6 prolif	-1	-6	0	0	-7	0
ATG4B inh	0	4	5	-2	4	-8
mIAP act	1.1	0.98	1	0.97	0.88	1
hIAP block	2	8	6	-6	0	-29
hIAP act	0.98	0.92	0.94	1.1	0.99	1.3

37	CCc1cc(CNC(=O)c2ccc(OC3CCN(C(C)=O)CC3)c(OC)c2)on1
38	CC(C)SC1=NC(C)(C)C=C(/C=C/c2c(Cl)cccc2Cl)N1
39	CCn1cc(Br)c(C(=O)Nc2ccc(F)c(Cl)c2)n1
40	CSc1ccc(/C=N/NC(=O)CNc2cccc3ccccc23)cc1
41	COc1ccc2nc(SCC(N)=O)[nH]c2c1
42	COc1ccc(-n2c(COc3ccc4c(c3)OCO4)nnc2SCC(=O)O)cc1

Compound	37	38	39	40	41	42
A3A deaminase	-6	-4	2	3	0	1
MPTP inh	1.1	-0.7	1.9	-2.2	2.3	-2.7
mIAP block	1	14	2	22	1	1
APOBEC3G inh	-7	-9	-3	11	-1	-1
MIN6 prolif	-2	-3	4	-6	0	-3
ATG4B inh	-4	3	-6	-7	21	-8
mIAP act	0.99	0.86	0.98	0.78	0.99	0.99
hIAP block	-20	14	10	-10	8	-15
hIAP act	1.2	0.86	0.9	1.1	0.92	1.1

43	Cc1cccc(OCC(=O)NCCCNC(=O)c2cccnc2)c1
44	CC(C)(C)c1ccc(S(=O)(=O)NC(Cc2ccccc2)C(=O)O)cc1 (stereo not given)
45	CCn1c(CNC(=O)c2ccc(Cl)cc2)nnc1SCC(=O)NC1=NCCS1
46	CCOC(=O)/C(=N\Nc1ccccc1)c1csc(Nc2ccc(C)cc2)n1
47	Cc1ccc(C(=O)NCCNC(=O)CN2CCCC2)cc1
48	CCOC(=O)N1CCN(C(=O)CSc2ncccn2)CC1

Compound	43	44	45	46	47	48
A3A deaminase	-2	5	-3	-2	6	-2
MPTP inh	0.3	-1.3	0.4	8.7	1.9	-0.6
mIAP block	4	2	4	8	-7	-4
APOBEC3G inh	-6	-4	-9	3	-5	-4
MIN6 prolif	0	3	-2	-4	-2	-3
ATG4B inh	-12	-6	-2	3	-17	2
mIAP act	0.96	0.98	0.96	0.92	1.1	1
hIAP block	3	17	10	17	15	-30
hIAP act	0.97	0.83	0.9	0.83	0.85	1.3

49	COc1ccc(NS(=O)(=O)c2cccc(C(=O)NNC(=O)c3ccccc3O)c2)cc1
50	Cc1cccc(NS(=O)(=O)c2ccc(NC(=O)CN(c3cc([N+](=O)[O-])ccc3C)S(C)(=O)=O)cc2)c1
51	CC(=O)c1cnn(-c2cc(Oc3cccc(C)c3)ncn2)c1C
52	Cc1ccccc1OCc1nc2ccccc2c(=O)n1/N=C/c1cn[nH]c1-c1ccccc1
53	CC(C)c1[nH]nc2c1C(c1ccc(OC(=O)c3ccco3)cc1)C(C#N)=C(N)O2 (stereo not given)
54	C=CC[C@H](CC(=O)NCCO)C(=O)N[C@@H](COC(=O)[C@@H](CC=C)Cc1ccc(F)cc1)Cc1ccccc1
55	O=C(c1ccc2c(=O)n(C3CCCC3)c(=S)[nH]c2c1)N1CCc2ccccc21
56	O=C(c1ccc(C(F)(F)F)cc1)C1CCCN(C(=O)Cn2cnnn2)C1 (stereo not given)
57	O=C(Nc1ccc2c(c1)oc1ccccc12)c1cccnc1

Compound	49	50	51	52	53	54	55	56	57
A3A deaminase	10	0	-6	-4	-2	-3	1	4	2
MPTP inh	6.5	-2.3	-7.2	0.8	-1.0	-0.5	80*	-1.1	2.1
mIAP block	28	15	8	-2	11	-7	12	3	-5
APOBEC3G inh	31	0	-6	-6	-5	-7	-4	-4	-1
MIN6 prolif	-3	-5	-2	0	-2	0	-6	-2	-1
ATG4B inh	4	-18	-10	-7	83*	0	54*	20	-4
mIAP act	0.72	0.85	0.92	1	0.89	1.1	0.88	0.97	1.1
hIAP block	-62	16	-8	9	7	-6	-16	-12	-6
hIAP act	1.6	0.84	1.1	0.91	0.93	1.1	1.2	1.1	1.1

In the list so far, eight have fluorine:
2	NS(=O)(=O)c1ccc2nc(NC(=O)Nc3ccc(F)cc3)sc2c1
6	O=C(Nc1ccc(Cl)cc1)N(C1=NCCC1)c1ccc(OC(F)F)cc1
7	O=C(CN(Cc1ccccc1)C(=O)CCC(=O)Nc1nccs1)NCc1ccc(F)cc1
11	CC(c1ccccn1)N(CCN(C)C)C(=S)Nc1ccccc1F (stereo not given)
24	O=C1S/C(=C\c2ccccn2)C(=O)N1Cc1ccccc1F
39	CCn1cc(Br)c(C(=O)Nc2ccc(F)c(Cl)c2)n1
54	C=CC[C@H](CC(=O)NCCO)C(=O)N[C@@H](COC(=O)[C@@H](CC=C)Cc1ccc(F)cc1)Cc1ccccc1
56	O=C(c1ccc(C(F)(F)F)cc1)C1CCCN(C(=O)Cn2cnnn2)C1 (stereo not given)

Compound	2	6	7	11	24	39	54	56
A3A deaminase	-2	-3	-5	-2	40	2	-3	4
MPTP inh	0.6	90*	1.2	-1.8	-2.8	1.9	-0.5	-1.1
mIAP block	9	-35	8	-4	0	2	-7	3
APOBEC3G inh	-6	-6	11	-4	17	-3	-7	-4
MIN6 prolif	0	-3	0	0	1	4	0	-2
ATG4B inh	-23	-25	1	2	-2	-6	0	20
mIAP act	0.91	1.3	0.92	1	1	0.98	1.1	0.97
hIAP block	11	3	-9	12	-1	10	-6	-12
hIAP act	0.89	0.97	1.1	0.89	1	0.9	1.1	1.1
